# RMI-FANCM inh – blocks RMI1/RMI2 complex binding to FANCM MM2 peptide; AID 1159607; 0.58% of 70,000 active; Fluorescence polarization, RMI core complex with F-MM2 peptide; stronger effect = lower value; FP signal (polarization) at 33 µM; in the data active = FP signal below about 40; also: inactives centre near 61; strong numbers were not always called active; unit not given here
# An asterisk follows results filed as active; & = joins results of further samples. Not all compounds are listed. The share of hits here may be higher or lower than overall.
RMI-FANCM inh | Molecule
60 | Cn1nc(-c2ccccc2)cc1NC(=O)Nc1ccc(OC(F)(F)F)cc1
26* | Cc1ccc2oc(C(=O)NCCn3c(C)cc4ccccc43)cc2n1
70 | Cc1cc(C)cc(Oc2coc3cc(OCC(O)Cn4nc(C)cc4C)ccc3c2=O)c1 (stereo unspecified)
72 | O=C(CSc1ccc(NC(=O)c2cccc(F)c2)nn1)NCc1ccco1
51 | CC(C)N1CCNC(=O)C1CC(=O)O (stereo unspecified)
60 | Cc1nc2ccc(NS(=O)(=O)c3ccc(C(F)(F)F)cc3)cc2c(=O)n1-c1ccc(F)cc1
60 | CCn1cc(C(=O)NNC(=S)Nc2ccc(Cl)cc2)c(=O)c2cc(C(F)(F)F)ccc21
54 | NC(=O)NCCc1ccccc1
62 | O=C(Cc1cccc2ccccc12)NCCN1CCN(c2ccccc2)CC1
59 | N/C(CS(=O)(=O)Cc1ccc(F)cc1)=N/O

# The final 7 compounds of the part before are carried over, then new ones follow.
RMI-FANCM inh | Molecule
72 | O=C(CSc1ccc(NC(=O)c2cccc(F)c2)nn1)NCc1ccco1
51 | CC(C)N1CCNC(=O)C1CC(=O)O (stereo unspecified)
60 | Cc1nc2ccc(NS(=O)(=O)c3ccc(C(F)(F)F)cc3)cc2c(=O)n1-c1ccc(F)cc1
60 | CCn1cc(C(=O)NNC(=S)Nc2ccc(Cl)cc2)c(=O)c2cc(C(F)(F)F)ccc21
54 | NC(=O)NCCc1ccccc1
62 | O=C(Cc1cccc2ccccc12)NCCN1CCN(c2ccccc2)CC1
59 | N/C(CS(=O)(=O)Cc1ccc(F)cc1)=N/O
58 | COc1ccccc1N1CCN(CC(C)N(C(=O)C2CCCCC2)c2ccccn2)CC1 (stereo unspecified)
68 | Cc1ccc2c(CC(=O)Nc3nccs3)cc(=O)oc2c1
60 | O=C(COc1ccccc1)NCCOc1ccc(F)cc1
73 | CCc1ccc(S(=O)(=O)Nc2cc(-c3cn4nc(OC)ccc4n3)ccc2C)s1
63 | Cc1ccc(-n2cc(C(=O)N3CCC(C(N)=O)CC3)nn2)cc1
56 | NS(=O)(=O)c1ccc(CCNC(=O)Cc2csc(NC(=O)c3ccco3)n2)cc1
61 | Cc1ccc(-n2nnnc2-c2nc3ccccc3[nH]2)c(C)c1
60 | Cc1c(S(=O)(=O)c2ccc(Cl)cc2)csc1C(=O)N(Cc1ccccc1)Cc1cccnc1
51 | CN(C)C(CNS(=O)(=O)c1ccccc1[N+](=O)[O-])c1ccco1 (stereo unspecified)
68 | COc1ccc(-c2ccc(N3CCN(C(=O)C(C)C)CC3)nn2)cc1OC
56 | N#C/C(=C\Nc1nccs1)S(=O)(=O)c1ccc(Cl)cc1
86 | C=CCn1c(SCC(=O)c2cc(C)n(-c3ccc(C)c(C)c3)c2C)nc2scc(-c3ccc(F)cc3)c2c1=O
74 | COC(=O)C1CCN(C(=O)CCn2cnc3c(cnn3-c3ccc(F)cc3)c2=O)CC1
55 | Cc1csc(C(=O)NNC(=O)c2ccco2)c1Cl
52 | CC(=O)c1c(C)nc2ccc([N+](=O)[O-])cc2c1-c1ccccc1
101 | O=C(/C=C/c1ccccc1)Nc1nc(CN2CCc3ccccc3C2)cs1
54 | CCNc1nc(NCC)n2c(SCc3ccc(C)cc3)nnc2n1
71 | COc1ccccc1N1C(=O)N(c2ccc(C)c(Cl)c2)C2CS(=O)(=O)CC21 (stereo unspecified)
67 | Cc1ccc(S(=O)(=O)Nc2cccc(-c3ccc4nnc(-c5cccnc5)n4n3)c2)s1
67 | COc1ccc(C(F)(F)F)cc1NC(=O)CCCn1nc(-c2ccc(C)cc2)ccc1=O
55 | COc1cccc(NC(=O)NCc2c(-c3ccccc3)noc2C)c1
63 | CCn1c(COc2cccc3cccnc23)nnc1SCCc1ccccc1
57 | CCN(CC)C(=O)Nc1ccc(C)c(Cl)c1
80 | CSc1ccccc1C(=O)Nc1sc2c(c1C(N)=O)CCN(C(C)C)C2
65 | Cc1cc(=O)n2c(-c3cccc(NC(=O)c4sc(C)nc4C)c3)csc2n1
64 | N#CCCSc1ccccc1NC(=O)C(c1ccccc1)C1CCCC1 (stereo unspecified)
62 | O=C(NCCn1ncc2c(N3CCN(c4ccc(F)cc4)CC3)ncnc21)c1cccs1
53 | COc1cc2c(cc1OC)CC(=O)OC2
65 | CCn1nc(C(=O)Nc2nnc(CCSc3ccccc3)o2)cc1C
50 | O=C(Nc1ccsc1C(=O)O)c1ccc([N+](=O)[O-])o1
103&65 | CC(C)(C)c1ccc(CSCCNC2=CC(=O)CC(c3ccc4c(c3)OCO4)C2)cc1 (stereo unspecified)
60&55 | Cc1ccc2c(c1)CCCN2CC(=O)Nc1ccc(Cl)cc1C(=O)NCc1cccs1
55 | Cc1cc(C(=O)ONC(=O)c2ccco2)nn1-c1cc(Cl)ccc1Cl
61 | c1ccc(-c2oc3ncnc(N4CCCC4)c3c2-c2ccccc2)cc1
61 | CN1CCN(Cc2ccc(NC(=O)NC3CCCCC3)cc2)CC1
87 | COC(=O)CCc1c(C)c(C#N)c2nc3ccccc3n2c1N1CCN(C/C=C/c2ccccc2)CC1
67 | Cc1cc(-c2nnc(NC(=O)c3cc4ccccc4oc3=O)o2)n(C)n1
63 | Cc1cccc(S(=O)(=O)Nc2ccc3c(c2)CCC(=O)N3Cc2ccccc2)c1
52 | Cc1c(C(=O)O)cc(-c2ccccc2)n1CCSCCO
69 | O=S(=O)(c1cccnc1)N1CCN(c2ccc(-c3cccs3)nn2)CC1

# 4 neighbouring records already listed, for reference:
RMI-FANCM inh | Molecule
74 | COC(=O)C1CCN(C(=O)CCn2cnc3c(cnn3-c3ccc(F)cc3)c2=O)CC1
55 | Cc1csc(C(=O)NNC(=O)c2ccco2)c1Cl
52 | CC(=O)c1c(C)nc2ccc([N+](=O)[O-])cc2c1-c1ccccc1
101 | O=C(/C=C/c1ccccc1)Nc1nc(CN2CCc3ccccc3C2)cs1

# Continued:
RMI-FANCM inh | Molecule
61 | O=C(NC1CC1)c1nnn(-c2ccccc2)c1CSc1ncccn1
61 | CC[C@H]1OC(=O)[C@H](C)[C@@H](O[C@H]2C[C@@](C)(OC)[C@@H](O)[C@H](C)O2)[C@H](C)[C@@H](O[C@@H]2O[C@H](C)C[C@H](N(C)C)[C@H]2O)[C@](C)(O)C[C@@H](C)/C(=N/OCOCCOC)[C@H](C)[C@@H](O)[C@]1(C)O
59 | O=C(Nc1nnc(C2CCCO2)o1)c1ccc([N+](=O)[O-])s1 (stereo unspecified)
61 | CCOC(=O)CCC(=O)N1CCN(Cc2nc(C(C)(C)C)cs2)CC1
63 | O=S(=O)(O)c1ccc(N=Nc2ccc(O)cc2O)cc1
60 | Cc1cc(C)nc(NS(=O)(=O)c2ccc(NC(=O)CC(CC(=O)O)c3ccccc3)cc2)n1 (stereo unspecified)
101 | COc1ccc(-n2c(SCc3nc(-c4cccc(C)c4)no3)nc3ccsc3c2=O)cc1
61 | Cn1cccc1C(CNC(=O)c1cccs1)N1CCc2ccccc2C1 (stereo unspecified)
58 | CC1(C)[C@@H](OC(=O)CCC(=O)O)CC[C@]2(C)[C@H]3C(=O)C=C4[C@@H]5C[C@@](C)(C(=O)O)CC[C@]5(C)CC[C@@]4(C)[C@]3(C)CC[C@@H]12
68 | COCCn1c(=NC(=O)c2ccnn2C)sc2ccccc21
66 | COc1cc(OC)c(-c2c(OC)cc(OC)cc2OC)c(OC)c1
62 | COC(=O)c1ccc(C(=O)Nc2c3c(nn2-c2nc4ccccc4s2)CCC3)cc1
65 | C[C@@H]1CC2C3CCC4=CC(=O)C=C[C@]4(C)[C@@]3(F)[C@@H](O)C[C@]2(C)[C@@]1(O)C(=O)COP(=O)(O)O (stereo partly specified)
79 | Cc1c2c(n3c(nc4ccccc43)c1C#N)N(C(C)c1ccccc1)CC2 (stereo unspecified)
69 | CC(=O)c1ccc(S(=O)(=O)NCCOc2ccc3nnc(-c4ccccc4)n3n2)cc1
50 | COc1ccccc1CCNC(=O)C(=O)Nc1c2c(nn1-c1ccc(C)cc1C)CS(=O)(=O)C2
58 | Cc1ccc(-n2nnnc2CNC(=O)Nc2ccccc2F)cc1C
64 | Clc1ccc(-c2nnc(CSc3nnc(SCC4CC4)s3)o2)cc1
59 | CCOc1cc(C(=O)NCc2nnc(SCC(=O)OC)n2C)cc(OCC)c1OCC
59 | O=C(Nc1nc2cc3c(cc2s1)OCO3)c1ccc([N+](=O)[O-])cc1
78 | Cc1cc(C(=O)Nc2ccc(-c3cn4c(C)csc4n3)cc2)ccc1[N+](=O)[O-]
63 | CNC(=O)CCc1csc(NC(=O)NC2CCCCC2)n1
52&48 | COc1cc([N+](=O)[O-])ccc1N1CCCC1
68 | CC(C)Sc1nnc(N)s1
63 | CCn1ccc(C(=O)N(Cc2ccccn2)c2nc3cc(C)cc(C)c3s2)n1
64 | Cn1cnc([N+](=O)[O-])c1N1CCN(c2ccc(C(F)(F)F)cn2)CC1
69 | O=C(Nc1ccc(F)cc1)Nc1cccc(-c2ccc(N3CCCC3)nn2)c1
68 | O=C(CCC1CCCC1)Nc1ccc2c(c1)CN(S(=O)(=O)c1ccccc1)CC2
65 | Cc1cccc(OCC(=O)NCCn2ncc3c(=O)n(Cc4cccc(F)c4)cnc32)c1
14* | C/C=C\C(=O)NCc1ccc2[nH]c3c(c2c1)CCCC3
63 | COc1ccc(S(=O)(=O)NCCC(=O)N(C)C)cc1N(C)S(=O)(=O)c1ccc(Cl)cc1
70 | CCc1cc(=O)[nH]c2n[nH]c(=S)n12
70 | CS(=O)(=O)N1CCCCC1C(=O)N(Cc1ccccc1)c1nc2c(F)cccc2s1 (stereo unspecified)
58 | COc1cccc(C(=O)Nc2ccc(-c3cn4ccsc4n3)cc2)c1OC
79 | Cc1ccc(C)c(CC(=O)Nc2nc3ccc4sc(C)nc4c3s2)c1
65 | CS(=O)(=O)N1CCCC(C(=O)Nc2nc3ccccc3s2)C1 (stereo unspecified)
64 | COc1ccc(/C=C(/C#N)C(=O)Nc2ccc(C)cc2OC)cc1
76 | COc1cccc(S(=O)(=O)NCC(=O)N2CCN(C(=O)c3ccco3)CC2)c1
62 | CCSc1ccccc1C(=O)Nc1cc(-c2ccco2)nn1-c1nc(C)c(C)c(=O)[nH]1
64 | CSc1sc(C(=O)NN)cc1-c1nc(C)cs1
61 | O=C(O)CNC(=O)CC1S/C(=N\N=C/c2c(-c3ccccc3)[nH]c3ccccc23)NC1=O (stereo unspecified)
68 | CCN1C(=O)c2cccc3c(NC(=O)c4ccc(S(=O)(=O)N5CCCCCC5)cc4)ccc1c23
65 | COC(=O)c1ccc(NC(=O)Cn2cnc3c(nnn3C)c2=O)cc1
57 | Cc1ccnc(NC(=O)NCCCSc2ccccc2)n1
58 | Brc1ccc2c(c1)C=CC2
80 | CN(C)CCCN(C(=O)CCSc1ccccc1)c1nc2ccc(Br)cc2s1
55 | CCCc1ccc(-c2nc(-c3cccs3)no2)cc1
58 | COc1ccc(CCNC(=O)NC2CC(=O)N(c3ccc4c(c3)OCCO4)C2)cc1OC (stereo unspecified)
56 | Nc1cc(=O)nc(SCC(=O)N2CCN(c3ccccc3)CC2)n1-c1cccc(C(F)(F)F)c1
53 | O=C(COc1ccc(Cl)cc1)NCC(c1ccco1)N1CCc2ccccc2C1 (stereo unspecified)

# Following part:
RMI-FANCM inh | Molecule
62 | CCCS(=O)(=O)NCCNC(=O)c1ccc(NC(=O)C2CC2)cc1
67 | Cc1ccc(NC(=O)C(=O)NCC(c2ccc3c(c2)CCCN3C)N2CCN(C)CC2)cc1C (stereo unspecified)
49 | CCC(=O)Nc1cc(C(F)(F)F)cnc1OC
64 | O=c1cccnn1CCNS(=O)(=O)c1ccc2c(c1)CCCC2
63 | O=C1c2cccc3cccc(c23)C(=O)N1CC(=O)N1CCCc2ccccc21
61 | O=C(NCCC1=CCCCC1)c1cnc2n(c1=O)CCS2
67 | CCN1C(=O)Cc2cc(NC(=O)C34CC5CC(CC(C5)C3)C4)ccc21
60 | COc1cccc(C(O)=C2C(=O)C(=O)N(CCN(C)C)C2c2ccncc2)c1 (stereo unspecified)
63 | COc1ccc(-c2csc(CN3CCN(C(=O)c4ccc5c(c4)OCO5)CC3)n2)cc1
62 | CCOC(=O)c1ccccc1NC(=O)Cn1nc(C2CCCN(S(C)(=O)=O)C2)n(C)c1=O (stereo unspecified)
172 | COc1cc(/C=c2/sc3n(c2=O)C(c2cccs2)C(C(=O)Nc2ccccc2C)=C(C)N=3)ccc1O (stereo unspecified)
60 | COCCNC(=O)CSc1nc(CC(=O)NCc2cccs2)cc(=O)[nH]1
53 | CCc1c(C)nc(SCC(=O)NCc2ccccc2Cl)[nH]c1=O
62 | CCOc1ncccc1C(=O)N1CCN(c2ccc(-c3ccc(Cl)cc3)nn2)CC1
69 | C/C=C\C(=O)NCCn1ncc2c(=O)n(Cc3cccc(F)c3)cnc21
69 | CCC(C(=O)N1CCN(c2ccc(-c3ccncc3)nn2)CC1)c1ccccc1 (stereo unspecified)
72 | CC1(C)CC(=O)c2sc(NC(=O)/C=C/c3ccco3)nc2C1
64 | Cc1nc(-n2nc(-c3cccs3)cc2NC(=O)COc2ccc(C(C)C)cc2)[nH]c(=O)c1C
62 | COc1ccc(C2=Nc3ccccc3SC(C(=O)O)C2)cc1 (stereo unspecified)
57 | COC(=O)c1sccc1NC(=S)Nc1ccsc1C(=O)OC

# RMI-FANCM inh, what is marked active above.
RMI-FANCM inh | Molecule
26* | Cc1ccc2oc(C(=O)NCCn3c(C)cc4ccccc43)cc2n1
14* | C/C=C\C(=O)NCc1ccc2[nH]c3c(c2c1)CCCC3

# Fetched by structure from the list above, 4 records:
RMI-FANCM inh | Molecule
57 | COC(=O)c1sccc1NC(=S)Nc1ccsc1C(=O)OC
172 | COc1cc(/C=c2/sc3n(c2=O)C(c2cccs2)C(C(=O)Nc2ccccc2C)=C(C)N=3)ccc1O (stereo unspecified)
60 | COCCNC(=O)CSc1nc(CC(=O)NCc2cccs2)cc(=O)[nH]1
64 | Cc1nc(-n2nc(-c3cccs3)cc2NC(=O)COc2ccc(C(C)C)cc2)[nH]c(=O)c1C

# The results go on:
RMI-FANCM inh | Molecule
66 | Cc1nc2c(=O)n(CC(=O)Nc3ccc(C)c(Cl)c3)nc(-c3ccc(F)cc3)c2s1
58 | Cc1cc(-n2nc(C)cc2C)n2nc(C(F)(F)F)nc2n1
65 | NC(=O)C1CCN(C(=O)CCc2csc(NC(=O)Nc3ccccc3)n2)CC1
75 | N#Cc1c(NC(=O)c2ccc(Br)cc2)sc2c1CCC2
60 | CC(C)(C)OC(=O)N1CCNCC1
58 | COc1ccc(SCCC(=O)Nc2sccc2C#N)cc1
